Source: PubChem
Mcl1 Noxa PPI – Mcl-1/Noxa interaction inhibition. Q07820. TR-FRET Mcl-1/Noxa peptide binding, 2 h. inhibition, % at 21.7 µM. 220,000 compounds, 1.5% hits. AID 1022;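 active = compounds that cut the protein-peptide binding signal by more than 50% relative to plate controls in a single-dose test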;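 note: His-tagged Mcl-1 with rhodamine Noxa BH3 peptide and terbium anti-His antibody; 0% = Mcl-1 plus Noxa peptide wells and 100% = peptide-only wells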
Target sequence (Q07820 whole entry, looked up): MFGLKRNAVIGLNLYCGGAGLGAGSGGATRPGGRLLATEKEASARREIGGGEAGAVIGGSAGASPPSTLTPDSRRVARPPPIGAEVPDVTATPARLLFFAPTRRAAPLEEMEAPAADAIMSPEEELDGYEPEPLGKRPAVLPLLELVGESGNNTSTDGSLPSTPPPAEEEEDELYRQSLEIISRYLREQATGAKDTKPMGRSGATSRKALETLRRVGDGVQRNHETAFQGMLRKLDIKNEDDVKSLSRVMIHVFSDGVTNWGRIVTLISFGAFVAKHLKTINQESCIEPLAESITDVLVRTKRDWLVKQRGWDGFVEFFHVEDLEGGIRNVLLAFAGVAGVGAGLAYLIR
Bim-Bfl-1 – human Bim-Bfl-1 interaction inhibition; Q16548; Bead-based flow cytometry, Bim-Bfl-1 binding inhibition; inhibition, % at 10 µM; 190,000 compounds, 0.12% hits;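 note: 0% = wells without compound plus tracer and 100% = blocker peptide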
Bcl-W Bim block – human Bim-Bcl-W interaction inhibition; 190,000 compounds, 0.02% hits; AID 952; bead-based flow cytometry, Bim peptide-Bcl-W binding; Q92843; inhibition, % at 10 µM;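 note: 0% = bound tracer without compound and 100% = peptide blocker; higher means less fluorescent Bim peptide bound to Bcl-W beads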
Target sequence (Q92843 whole entry, looked up): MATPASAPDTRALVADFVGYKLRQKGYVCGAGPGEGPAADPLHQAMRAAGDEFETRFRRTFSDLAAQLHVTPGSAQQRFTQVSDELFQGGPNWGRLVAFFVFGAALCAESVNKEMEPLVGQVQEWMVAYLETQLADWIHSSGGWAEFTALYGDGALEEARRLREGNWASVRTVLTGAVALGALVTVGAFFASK
Bim-Bcl-XL – human Bim-Bcl-XL interaction inhibition | 190,000 compounds, 0.04% hits | Q07817 | Bim peptide-Bcl-XL binding, bead flow cytometry, fluorescence | inhibition, % at 10 µM
RGS7-Gao – human RGS7-Galphao interaction regulation; Multiplexed bead flow cytometry, RGS7-Galphao binding; actives lie on both sides; binding response (% of control), % at 10 µM; P09471; 220,000 compounds, 0.35% hits; in the data active = binding response below about 49% or above about 150%; inconclusive = no clear call, values can overlap the other calls; inactive = in between;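 note: fluorescent Galphao held in activated GDP-AlF4 state binding bead-coupled RGS7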
RGS4-Gao reg – modulates binding of RGS4 to human Galphao; Multiplexed bead flow cytometry; actives lie on both sides; 220,000 compounds, 0.33% hits; P09471; binding response (% of control), % at 10 µM; in the data active = binding response below about 49% or above about 150%; inactive = in between;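 note: fluorescent Galphao activated with aluminum fluoride binding bead-coupled RGS4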
Bim-Bcl-2 – inhibitors of Bim-Bcl-2 interaction, human | 190,000 compounds, 0.06% hits | P10415 | inhibition, % at 10 µM | Bead-based flow cytometry, Bim peptide-Bcl-2 binding; in the data active = inhibition above about 40%; inconclusive = no clear call, values can overlap the other calls;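 note: 0% = no compound wells with probe peptide and 100% = reference peptide inhibitor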
Target sequence (P10415 whole entry, looked up): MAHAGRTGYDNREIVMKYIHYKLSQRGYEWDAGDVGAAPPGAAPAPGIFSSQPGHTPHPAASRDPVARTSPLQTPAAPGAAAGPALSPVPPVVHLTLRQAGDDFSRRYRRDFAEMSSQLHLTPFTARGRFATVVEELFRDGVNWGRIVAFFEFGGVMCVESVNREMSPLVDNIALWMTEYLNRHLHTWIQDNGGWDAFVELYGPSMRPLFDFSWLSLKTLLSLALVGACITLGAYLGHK
Mcl1 Bid PPI – Mcl-1/Bid interaction inhibition; Q07820; TR-FRET Mcl-1/Bid-Dy647 peptide binding, 1536-well; inhibition, % at 21.7 µM; 220,000 compounds, 0.97% hits;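 active = compounds that cut the binding signal by more than half at the single screening dose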;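 note: His-tagged Mcl-1 with europium anti-His antibody binding Bid BH3 peptide; 0% = Mcl-1 plus peptide wells and 100% = peptide-only wells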
Bim-Bcl-B – inhibitors of Bim-Bcl-B interaction, human; Q9HD36; bead-based flow cytometry, Bim peptide-Bcl-B binding; inhibition, % at 10 µM; 190,000 compounds, 0.073% hits;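 note: 0% = tracer peptide without compound and 100% = reference inhibitor peptide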
RGS8-Gao – modulates binding of RGS8 to human Galphao; AID 1423; response (percent of control binding), % at 10 µM; 220,000 compounds, 0.34% hits; P09471; multiplexed bead flow cytometry; actives lie on both sides; in the data active = response below about 60% or above about 140%; inactive = in between;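 note: Galphao activated as the GDP aluminium fluoride complex binding bead-coupled RGS8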
Bim-Mcl-1 – inhibitors of Bim-Mcl-1 interaction, human; Bead-based flow cytometry, Bim peptide-Mcl-1 binding; inhibition, % at 10 µM; 190,000 compounds, 0.1% hits; AID 1009;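 note: 0% = no compound tracer wells and 100% = peptide blocker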
* = called active by the depositor; ? = inconclusive; nt = no result given. Cut-off read from the data, not from the text of the source, unless noted: active = inhibition above about 40%.

nr	Bim-Mcl-1	Bim-Bcl-XL	Bim-Bcl-B	Mcl1 Bid PPI	Bim-Bcl-2	Mcl1 Noxa PPI	RGS8-Gao	Bim-Bfl-1	RGS7-Gao	Compound	Bcl-W Bim block	RGS4-Gao reg
1	0	-7	-1	-28	1	11	97	0	98	CCOC(=O)CN(c1ccccn1)S(=O)(=O)c1ccccc1	0	97
2	-4	-1	-4	-52	-3	3	101	0	103	O=C(NCc1ccco1)C1CC(=O)N(CCc2ccccc2)C1 (centres undefined)	-2	102
3	0	0	0	6	0	17	99	-1	95	COc1ccc2[nH]c(=O)c(CN(C(=O)c3ccncc3)C(C)(C)C)cc2c1	0	90
4	-1	-1	1	12	2	8	102	1	102	CCCC(c1nnnn1C1CCCC1)N1CCN(C(=O)c2ccco2)CC1 (centres undefined)	0	102
5	0	-4	-3	1	0	-8	98	-2	99	CC(C)C1Oc2ccccc2N(CC(=O)N(Cc2ccccn2)C2CC2)C1=O (centres undefined)	-2	99
6	-5	-4	-3	-8	-4	8	106	-2	97	O=C(COC(=O)c1ccc2c(c1Cl)C(=O)c1ccccc1C2=O)NC1CCCCC1	-2	100
7	6	0	-4	-34	-3	-7	103	-3	104	C/C(CC(C)(C)c1ccccc1)=N\NS(=O)(=O)c1ccccc1	3	102
8	-3	-4	-7	0	-4	-11	102	-5	97	O=C(CN1CCNC(=O)C1)NCCc1ccc(Cl)cc1Cl	-4	97
9	0	1	-3	-49	0	-23	100	-1	98	COCc1cc(=O)n2[nH]c(C)cc2n1	-1	95
10	0	0	0	0	0	6	106	-2	106	O=C(/C=C/c1cccc(Cl)c1)OCc1cn2cc(Cl)ccc2n1	0	106
11	1	5	8	-12	4	-22	101	-2	102	Cc1[nH]c2ccc(F)cc2c1CCNC(=O)C1CCCCC1C(=O)OCC(F)(F)F (centres undefined)	6	99
12	-4	-4	-5	-31	-4	14	103	-3	102	O=C(NCc1ccccc1)c1cccc(S(=O)(=O)NCc2ccccc2)c1	-1	100
13	nt	nt	nt	-23	nt	15	102	nt	?	Cc1ccc(NC(=O)Cn2cnc3cc([N+](=O)[O-])ccc3c2=O)cc1	nt	100
14	1	0	0	-15	0	-5	99	2	101	CCS(=O)(=O)N1CCC(C(=O)NCCCOC)CC1	-2	105
15	0	0	-4	-35	-7	-1	100	-8	101	CCOc1ccc(NC2c3ccccc3C(=O)N2Cc2ccco2)cc1 (centres undefined)	1	103
16	0	-4	-3	-52	0	-27	101	-10	99	Cc1cnc(C(=O)Nc2nnc(C3CC3)s2)cn1	-1	101
17	-5	-2	-2	0	-9	6	96	-7	108	COc1ccc(Cl)cc1NC(=O)COC(=O)CCCN1C(=O)c2ccccc2C1=O	-1	101
18	0	-1	-6	-23	1	6	101	-4	101	COc1ccccc1C(=O)N1CCN(c2cccc(Cl)c2)CC1	0	101
19	14	-3	0	-22	-4	-3	96	0	104	COc1ccc(N/C=C/C(=C(C#N)C#N)N(C)C)cc1	-3	96
20	-3	-8	-9	-9	-5	-3	100	-17	103	O=C(c1ccc(Cl)cc1)c1oc2ccccc2c1CS(=O)c1ccc(Cl)cc1 (centres undefined)	-3	100
21	4	0	0	-8	-2	13	108	-10	100	CCCCOc1ccc(C(=O)N/C(=C/C=C/c2ccccc2)C(=O)NCCCO)cc1	-1	102
22	-1	3	-4	2	0	-12	98	0	96	Cc1nc2c(ccc3nc(NC(=O)Cc4cccc5ccccc45)sc32)s1	-2	100
23	0	-3	5	-29	0	10	87	4	93	Cc1ccc2c(c1)c1c(n2CC(O)Cn2nc(C)c(Br)c2C)CCCC1 (centres undefined)	2	93
24	-5	-6	-13	-45	-11	-231	99	-11	100	O=C(Nc1ccc(O)c(-c2nc3ccccc3s2)c1)C1=COCCO1	-3	100
25	2	-1	-2	-4	0	-3	105	-2	100	CC(Oc1ccc(Br)cc1)C(=O)NCc1ccccn1 (centres undefined)	0	99
26	-3	0	-3	5	0	11	90	1	99	COC(=O)CCC(=O)CN	1	97
27	-1	-2	-5	-20	-6	6	101	-8	96	Cc1cccc(-c2nc(CS(=O)CC(=O)NC3CCCC3)c(C)o2)c1 (centres undefined)	3	100
28	0	-2	-4	-20	-3	6	97	-4	?	CCC(=O)Nc1nc2c(c(=O)[nH]1)CCCC2	-2	95
29	-2	-7	-7	-6	-7	5	107	-18	107	O=C(COC(=O)C1CC(O)CN1S(=O)(=O)c1ccc(Cl)cc1)c1ccccc1Cl (centres undefined)	-7	103
30	-3	-5	-3	6	-4	-7	100	-4	100	Cc1nnc(N2C(=O)c3cccc4cccc(c34)C2=O)s1	0	100

Single records, as listed above. Screens in order: Bim-Mcl-1, Bim-Bcl-XL, Bim-Bcl-B, Mcl1 Bid PPI, Bim-Bcl-2, Mcl1 Noxa PPI, RGS8-Gao, Bim-Bfl-1, RGS7-Gao, Bcl-W Bim block, RGS4-Gao reg
`CC(Oc1ccc(Br)cc1)C(=O)NCc1ccccn1` (centres undefined) across the screens: 2, -1, -2, -4, 0, -3, 105, -2, 100, 0, 99
`O=C(COC(=O)C1CC(O)CN1S(=O)(=O)c1ccc(Cl)cc1)c1ccccc1Cl` (centres undefined) across the screens: -2, -7, -7, -6, -7, 5, 107, -18, 107, -7, 103
`COCc1cc(=O)n2[nH]c(C)cc2n1` across the screens: 0, 1, -3, -49, 0, -23, 100, -1, 98, -1, 95

Looked up above:
Bim-Bcl-B result of no. 24 reads -13
Bim-Bcl-XL result of no. 12 reads -4
Bim-Bcl-2 result of no. 27 reads -6
Mcl1 Noxa PPI result of no. 21 reads 13

The results go on:
nr	Bim-Mcl-1	Bim-Bcl-XL	Bim-Bcl-B	Mcl1 Bid PPI	Bim-Bcl-2	Mcl1 Noxa PPI	RGS8-Gao	Bim-Bfl-1	RGS7-Gao	Compound	Bcl-W Bim block	RGS4-Gao reg
31	-6	-4	-6	-40	-5	-3	100	0	99	Cc1ccc2cccc(NC(=S)NC(=O)c3ccccc3)c2n1	-4	101
32	1	3	-1	-18	0	0	100	0	102	CC(=O)Nc1ccc(S(=O)(=O)N2CCC(c3nc4ccc(C)cc4[nH]3)CC2)cc1	0	105
33	-5	-7	-10	-41	-1	5	105	-2	103	CN1/C(=C\C(=O)c2cccs2)C(C)(C)c2ccccc21	-5	105
34	-1	-6	-6	-13	-8	3	99	-16	100	COc1ccc(N(CC(=O)NC2CCCC2)C(=O)Cn2nnc(-c3ccc(C)cc3)n2)cc1	1	100
35	-4	-4	-6	-3	-4	16	99	-10	102	CCOC(=O)N1CCc2c(sc3nc(SC(C)C)n(N)c(=O)c23)C1	-4	101
36	-2	-5	-9	-15	-7	14	100	-12	105	CCOc1ccc2nc(N3CCC(C(=O)N4CCN(C(=O)c5ccco5)CC4)CC3)sc2c1	-1	101
37	-6	-11	-9	-8	-7	7	102	-3	102	Cc1ccc(Nc2nc(N)c([N+](=O)[O-])c(NCc3ccco3)n2)cc1C	-3	103
38	0	-7	-2	10	-1	21	98	0	98	CC1=NN(C(=O)c2c(Br)c(C)nn2C)C(O)(C(F)(F)F)C1 (centres undefined)	-1	96
39	-3	-8	-10	23	-15	13	100	-15	98	CCOc1ccc(-c2[nH]ncc2Oc2cccc(OC)c2)c(O)c1	0	100
40	0	0	-4	-13	0	14	103	-1	103	COc1cc2c(cc1OC)C(c1ccsc1)CC(=O)N2 (centres undefined)	-1	105
41	-7	-7	-8	14	-8	60*	101	-10	100	COc1ccc2o/c(=N\O)c(C(=O)Nc3ccccc3OC)cc2c1	-1	105
42	-1	-1	-1	-18	-3	-7	102	-3	99	CCOC(=O)c1c(NC(=O)Nc2ccc(Cl)cc2)sc(C)c1C	-1	102
43	3	-1	-4	-50	3	24	102	-1	102	[O-]/C(=C(\C(=S)Nc1cccc2ccccc12)[n+]1ccccc1)c1cccs1	0	103
44	-1	-2	-1	-30	-3	-7	95	-1	95	O=C(c1ccccc1)N1CCSC1=S	-4	93
45	1	0	0	-1	1	-2	100	0	101	O=C(O/N=C\c1ccc(N2CCOCC2)c([N+](=O)[O-])c1)c1ccc(F)cc1	0	101
46	-5	-2	1	-5	4	16	93	2	87	Cc1c(Cl)cccc1NC(=O)CSc1nnc(C)n1-c1ccccc1	-6	91
47	-5	-3	-1	-28	0	-7	112	-5	109	COc1ccc(N2C(=O)C3CCCN3C2c2ccccc2Cl)cc1 (centres undefined)	0	108
48	0	-5	-5	-44	-4	-2	100	-13	98	O=C(C1COc2ccccc2O1)N1CCN(c2ccc(F)cc2)CC1 (centres undefined)	0	96
49	1	2	-2	-16	2	17	100	0	97	Cc1cc(C)n2c(SCC(=O)NC3CCCC(C)C3C)nnc2n1 (centres undefined)	1	96
50	nt	nt	nt	-29	nt	15	102	nt	?	Nc1nc(-c2ccc(-n3nncc3-c3ccco3)cc2)cs1	nt	104
51	-2	-5	-9	1	-3	18	106	-6	98	CCOc1ccc(C2c3c(oc4ccccc4c3=O)C(=O)N2CCCN2CCOCC2)cc1 (centres undefined)	-1	101
52	-1	0	-4	-10	0	-5	102	-3	99	CCOc1ccccc1NC(=O)C(=O)NCCC1=CCCCC1	0	102
53	-2	7	37	-19	-2	41	104	-12	94	Cc1cc(C)n2cc(CSc3nc4ccccc4s3)nc2n1	7	100
54	-1	-8	-8	-5	-6	11	99	-7	98	O=S(=O)(c1ccc2c(c1)OCO2)N1CCN(c2nnnn2-c2ccccc2)CC1	-4	102
55	0	0	-1	-8	-2	1	99	-7	98	O=C(CN1N=C(c2ccc(Cl)cc2)CCC1=O)NCc1cccs1	0	97
56	-2	-6	-7	-23	-5	-11	100	-15	95	O=C(O)c1ccc(-c2ccc(O)c(F)c2)cc1	-3	97
57	-2	1	-1	-25	-6	8	96	0	98	CCOC(=O)C1C(=O)NCC1c1ccccc1 (centres undefined)	-1	94

No enrichment for hits (roughly 2.7% active in at least one column).
